Compound activity from PubChem BioAssay.
tim10-1 inh – tim10-1 yeast growth inhibition; 330,000 tested, 2.2% active; S. cerevisiae tim10-1 ts strain growth, BacTiter-Glo, 24 h; inhibition, % at 20 µM;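 active means inhibition of at least 40%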;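 further: mutant grown at 25 °C; 0% = DMSO wells with yeast and 100% = wells holding no yeast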
TIM10 inh – growth inhibitors of TIM10 yeast strain; inhibition, % at 10 µM; S. cerevisiae TIM10 strain growth, BacTiter-Glo luminescence, 24 h; 330,000 tested, 1.4% active;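 active means inhibition of 40% or more at the single tested concentration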;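 further: wild-type TIM10 isogenic control strain grown at permissive 25 °C; 0% = DMSO yeast wells and 100% = minimal medium wells without yeast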
Apaf-1 inh – inhibitors of human Apaf-1 apoptosome | 330,000 tested, 0.71% active | inhibition, % at 20 µM | O14727 | reconstituted apoptosome caspase-3 activity, DEVD-Rh110 fluorescence; active means inhibition of at least 40% at 20 µM;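 further: plate controls were DMSO wells for no effect and DEVD-CHO caspase inhibitor wells for full effect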
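Assay system: Apoptosome proteins | Medium: pH 7.5 Hepes buffer with CHAPS, BSA, DTT | Also added: Cytochrome c and DEVD-Rh110 substrate | Times: 30 min plus 50 min, RT | Detection: Rhodamine 110 fluorescence at Ex 480/Em 540 nm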
mIAP block – mouse IAP inhibition | purified mouse IAP, CDP-Star luminescence, 30 min | inhibition, % at 10 µM | 330,000 tested, 0.2% active;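 active means inhibition of at least 40% at 10 µM in the primary screen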;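 further: plate controls were DMSO with enzyme for no effect and no enzyme wells for full effect; values of inactives mirror those of a sister screen read the other way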
hIAP block – blocks human intestinal alkaline phosphatase. P09923. purified IAP, CDP-Star luminescence, 30 min. inhibition, % at 10 µM. 330,000 tested, 0.12% active. AID 2544;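 active means inhibition reaching a set limit with compound at 10 µM in the primary screen, cut at about 35% in these data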;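 further: plate controls were DMSO wells with enzyme for no effect and no-enzyme buffer wells for full effect; values of inactives mirror those of a sister screen read the other way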
Target sequence (P09923 whole entry, looked up): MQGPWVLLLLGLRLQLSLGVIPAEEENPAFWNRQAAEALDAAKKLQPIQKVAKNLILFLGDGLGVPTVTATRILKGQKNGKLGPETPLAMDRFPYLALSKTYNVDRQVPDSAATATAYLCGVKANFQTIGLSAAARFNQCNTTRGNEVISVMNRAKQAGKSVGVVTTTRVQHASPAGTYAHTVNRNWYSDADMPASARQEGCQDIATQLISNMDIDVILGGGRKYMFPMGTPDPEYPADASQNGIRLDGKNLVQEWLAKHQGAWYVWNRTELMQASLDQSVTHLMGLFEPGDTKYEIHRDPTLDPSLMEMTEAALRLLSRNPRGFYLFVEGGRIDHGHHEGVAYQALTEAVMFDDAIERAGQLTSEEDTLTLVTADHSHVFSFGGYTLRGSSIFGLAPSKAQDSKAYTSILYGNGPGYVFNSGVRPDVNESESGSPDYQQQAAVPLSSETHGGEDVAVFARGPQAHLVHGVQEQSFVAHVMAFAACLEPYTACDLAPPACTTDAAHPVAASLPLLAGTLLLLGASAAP
ATG4B inhibitor – inhibitors of human ATG4B cysteine protease | Q9Y4P1 | ATG4B cleavage of LC3-PLA2, NBD-HPC fluorescence, 1 h | inhibition, % at 8.33 µM | 340,000 tested, 0.51% active; in the data active means inhibition above about 40%
Target sequence (Q9Y4P1 whole entry, looked up): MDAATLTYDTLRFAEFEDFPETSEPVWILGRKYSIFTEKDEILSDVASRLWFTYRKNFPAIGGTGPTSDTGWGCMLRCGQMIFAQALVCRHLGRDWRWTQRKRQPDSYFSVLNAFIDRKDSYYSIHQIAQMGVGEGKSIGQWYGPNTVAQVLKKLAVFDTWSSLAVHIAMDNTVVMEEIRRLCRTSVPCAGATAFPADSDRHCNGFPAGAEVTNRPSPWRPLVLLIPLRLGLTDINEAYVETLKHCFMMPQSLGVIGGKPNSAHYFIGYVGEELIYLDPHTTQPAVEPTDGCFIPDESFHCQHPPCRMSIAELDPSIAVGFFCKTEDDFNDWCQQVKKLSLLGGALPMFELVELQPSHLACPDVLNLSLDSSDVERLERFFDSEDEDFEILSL
NALP3 yeast inh – inhibitors of NALP3 inflammasome in yeast; inhibition, % at 10 µM; Yeast reconstituted NLRP3/ASC/caspase-1, beta-gal luminescence, 24 h; 330,000 tested, 0.39% active;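 active means inhibition of 50% or more; inactive means inhibition below 50%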;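 further: plate controls were induced DMSO wells for no effect and uninduced yeast grown without galactose for full effect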
hIAP activ – human IAP activation | 330,000 tested, 0.16% active | activation factor at 10 µM | purified human IAP, CDP-Star luminescence, 30 min; hits give high values; 1 = vehicle-only enzyme, 0 = enzyme-free background | P09923;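 active means activation factor of the enzyme at least 2-fold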; further: the source names both 10 and 20 µM as test concentration; values of inactives mirror those of a sister screen read the other way
mIAP activ – mouse IAP activation. muIAP, CDP-Star luminescence, 30 min; hits give high values; 1 = vehicle-only enzyme signal, 0 = enzyme-free wells. activation factor at 10 µM. 330,000 tested, 0.24% active. AID 2805;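 active means activation factor of at least 2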; further: the source names both 10 and 20 µM as test concentration; values of inactives mirror those of a sister screen read the other way
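also added = chemiluminescent substrate CDP-Star | test system = mouse IAP enzyme | signal = chemiluminescence readout | compound = DMSO-dissolved test compounds | incubation = 30 min at room temperature | benchmarks = DMSO wells, no-enzyme wells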
* marks the source's active call; other numbers are inactive results; . = no result given.

canonical_smiles,tim10-1 inh,TIM10 inh,Apaf-1 inh,mIAP block,hIAP block,ATG4B inhibitor,NALP3 yeast inh,hIAP activ,mIAP activ
O=C(O)CCc1ccc(-c2ccc(Br)cc2)n1Cc1ccco1,20,14,-2,10,15,7,-8,0.85,0.9
O=C(Cc1coc2cc(O)ccc12)NNC(=O)c1cccs1,1,2,9,4,-27,-4,-8,1.3,0.96
C/C(=N\NC(=O)C1(C)NC(C)(C)Cc2ccccc21)c1ccccc1 (centres undefined),10,2,7,11,-7,-4,13,1.1,0.89
O=C(c1ccc(COc2c(F)c(F)cc(F)c2F)o1)N1CCN(c2ccccc2)CC1,38,19,37,-5,-10,-11,10,1.1,1.1
CCOC(=O)c1ccccc1NC(=O)COC(=O)CCNS(=O)(=O)c1cccs1,22,11,-8,4,14,-7,5,0.86,0.96
CCOC(=O)C(CCCCP(=O)(c1ccccc1)c1ccccc1)(NC(C)=O)C(=O)OCC,6,8,-7,-8,-10,3,11,1.1,1.1
COCCn1c(SCC(=O)NCc2ccc3c(c2)OCO3)nc2ccccc2c1=O,-4,2,-12,2,-2,0,9,1,0.97
Cn1c(CNC(=O)c2ccco2)nnc1SCC(=O)N1c2ccccc2Sc2ccccc21,7,3,2,11,5,-5,12,0.95,0.89
Cn1cnnc1SCc1ccc(C(=O)n2ncc(C#N)c2N)cc1,15,4,4,-1,1,-16,13,0.99,1
CC(C)(C)NC(=O)CC1C[C@H](C(=O)N2CCOCC2)[C@@]2(CCC3CCCC3)c3[nH]c4ccccc4c3CCN2C1=O (some centres undefined),6,16,19,-23,-4,2,16,1,1.2
O=C(COC(=O)c1ccco1)NCCNC(=O)COC(=O)c1ccco1,-6,-6,11,-4,-39,3,8,1.4,1
OCCN1CN=C(Nc2nc3ccccc3s2)NC1,9,9,-14,-1,0,4,5,1,1
CCCCN(C(=O)c1cc(S(=O)(=O)N2CCOCC2)ccc1Cl)c1c(N)n(CC(C)C)c(=O)[nH]c1=O,2,-8,-6,7,3,-3,3,0.97,0.93
Cc1c(Br)c(C(F)(F)F)nn1CC(=O)NCCCn1ccnc1,5,-6,-8,9,-10,-1,-6,1.1,0.91
COc1ccccc1CNC(=O)c1ccc(CS(=O)(=O)c2ccccc2)o1,9,9,7,6,-5,-8,16,1,0.94
CSCC[C@H](NC(=O)[C@@H]1Cc2ccccc2CN1)C(=O)Nc1cccc(C)c1,-28,-14,6,1,-9,-3,2,1.1,0.99
Cc1ccc(CSc2nc3c(cc2C#N)CCC3)cc1,-1,-4,1,6,-1,-4,24,1,0.94
Nc1n[nH]c(-c2ccc([N+](=O)[O-])cc2[N+](=O)[O-])n1,-22,-7,7,1,8,-6,17,0.92,0.99
C[C@]12c3[nH]c4ccc(Cl)cc4c3CCN1C(=O)[C@@H](CC(=O)NCCCn1ccnc1)C[C@@H]2C(=O)N1CCOCC1,4,-4,10,-11,.,-10,.,.,1.1
O=C(NCCOc1ccccc1F)c1cc([N+](=O)[O-])ccc1N1CCOCC1,-1,8,5,0,0,0,24,1,0.99
CC1CCCC(NC(=O)CN2C(=O)COc3ccccc32)C1C (centres undefined),-4,6,-11,2,-12,0,17,1.1,0.98
CCOc1ccccc1N(CC(=O)NCCSCc1ccco1)S(=O)(=O)c1ccccc1,31,10,13,9,-21,-1,-4,1.2,0.91
C[C@@H]1CC=C[C@H]2[C@H]1C(=O)N(Cc1ccccc1)[C@H]2c1ccoc1,50*,-2,15,-8,-4,0,-21,1,1.1
Cc1cccc(C(=O)NC(=S)Nc2ccccc2C(F)(F)F)c1,30,22,23,14,-2,22,26,1,0.86

Some of these compounds in order of formula weight, highest first:
canonical_smiles,tim10-1 inh,TIM10 inh,Apaf-1 inh,mIAP block,hIAP block,ATG4B inhibitor,NALP3 yeast inh,hIAP activ,mIAP activ
C[C@]12c3[nH]c4ccc(Cl)cc4c3CCN1C(=O)[C@@H](CC(=O)NCCCn1ccnc1)C[C@@H]2C(=O)N1CCOCC1,4,-4,10,-11,.,-10,.,.,1.1
CC(C)(C)NC(=O)CC1C[C@H](C(=O)N2CCOCC2)[C@@]2(CCC3CCCC3)c3[nH]c4ccccc4c3CCN2C1=O (some centres undefined),6,16,19,-23,-4,2,16,1,1.2
CCCCN(C(=O)c1cc(S(=O)(=O)N2CCOCC2)ccc1Cl)c1c(N)n(CC(C)C)c(=O)[nH]c1=O,2,-8,-6,7,3,-3,3,0.97,0.93
CCOc1ccccc1N(CC(=O)NCCSCc1ccco1)S(=O)(=O)c1ccccc1,31,10,13,9,-21,-1,-4,1.2,0.91
CSCC[C@H](NC(=O)[C@@H]1Cc2ccccc2CN1)C(=O)Nc1cccc(C)c1,-28,-14,6,1,-9,-3,2,1.1,0.99
O=C(NCCOc1ccccc1F)c1cc([N+](=O)[O-])ccc1N1CCOCC1,-1,8,5,0,0,0,24,1,0.99
COc1ccccc1CNC(=O)c1ccc(CS(=O)(=O)c2ccccc2)o1,9,9,7,6,-5,-8,16,1,0.94
O=C(COC(=O)c1ccco1)NCCNC(=O)COC(=O)c1ccco1,-6,-6,11,-4,-39,3,8,1.4,1
CC1CCCC(NC(=O)CN2C(=O)COc3ccccc32)C1C (centres undefined),-4,6,-11,2,-12,0,17,1.1,0.98
C[C@@H]1CC=C[C@H]2[C@H]1C(=O)N(Cc1ccccc1)[C@H]2c1ccoc1,50*,-2,15,-8,-4,0,-21,1,1.1
Cc1ccc(CSc2nc3c(cc2C#N)CCC3)cc1,-1,-4,1,6,-1,-4,24,1,0.94
OCCN1CN=C(Nc2nc3ccccc3s2)NC1,9,9,-14,-1,0,4,5,1,1

Remaining list, next part
canonical_smiles,tim10-1 inh,TIM10 inh,Apaf-1 inh,mIAP block,hIAP block,ATG4B inhibitor,NALP3 yeast inh,hIAP activ,mIAP activ
CCN(CC)C(=O)c1[nH]cnc1C(=O)N[C@@H](Cc1ccccc1)C(=O)OCc1ccccc1,20,26,12,7,-35,-2,8,1.4,0.93
COc1ccc(NC(=O)CCNC(=O)Cn2ccc3ccccc3c2=O)c(OC)c1,0,0,2,-2,6,3,0,0.94,1
O=C(CNC(=O)c1ccc(S(=O)(=O)N2CCCC2)cc1)N/N=C/c1ccc(Cl)cc1Cl,7,6,19,9,11,-15,-9,0.89,0.91
Cc1ccc(C(=O)NCC(=O)OCC(=O)NC2CCCCCCC2)cc1,10,5,1,9,-18,-10,-4,1.2,0.91
CC(=O)Nc1ccc(S(=O)(=O)N(C)CC(=O)OCC(=O)c2ccc3c(c2)NC(=O)CO3)cc1,15,15,9,-7,2,-7,7,0.98,1.1
Cc1cc(C)c(C(N)=O)c(SCC(=O)c2ccc(Cl)cc2)n1,7,9,-1,-7,16,6,9,0.84,1.1
Cc1ccc(N(CCCCN2C(=O)c3ccccc3C2=O)C(=O)c2ccc(Cl)s2)cc1,3,-10,8,16,-8,27,8,1.1,0.84
CCCCCCCCCCCCN1C/C(=C\C(=O)OCC)c2ccccc2S1(=O)=O,7,-1,25,4,5,3,3,0.95,0.96
O=C(NN=C1CCCC1)c1ccc(Cl)cc1,15,-17,9,-6,-22,0,7,1.2,1.1
COc1ccccc1C(=O)Nc1cc2cc(Br)ccc2oc1=O,13,3,-2,8,0,-8,3,1,0.92
CC(C)Cc1[nH]c(=O)c(C#N)c2c1COC(C)(C)C2,17,-5,1,-9,-6,-6,14,1.1,1.1
CN(CC(=O)Nc1cc(Cl)ccc1Cl)C1CCS(=O)(=O)C1 (centres undefined),-7,-3,-5,7,12,5,11,0.88,0.93
O=C(C1CCN(C2CC(=O)N(Cc3ccccc3)C2=O)CC1)N1CCCCCC1 (centres undefined),25,12,4,-3,1,-1,5,0.99,1
COc1ccc(C2C(C(=O)c3ccco3)=C(O)C(=O)N2c2nnc(C)s2)cc1OC (centres undefined),-4,2,4,6,11,-4,22,0.89,0.94
O=C(Nc1ccc(Cl)c(S(=O)(=O)N2CCCCC2)c1)c1ccncc1,5,5,12,2,16,-7,8,0.84,0.98
O=S1(=O)CCC(NCC2CCCO2)C1 (centres undefined),0,-8,3,-3,-3,-4,-1,1,1
COc1cc(-c2noc(C3CCCN(C(=O)c4ccccc4)C3)n2)cc(OC)c1OC (centres undefined),26,9,5,4,23,1,9,0.77,0.96
O=C(Nc1ccccc1)c1ccccc1NC(=O)C1CCCCC1,32,36,21,18,-9,-3,13,1.1,0.81
O=C(COC(=O)CNC(=O)c1ccccc1)NCCCc1ccccc1,1,-9,-5,0,12,-2,-3,0.88,1
O=C(N/N=C/c1cccnc1)c1ccc([N+](=O)[O-])cc1Cl,-2,-7,-2,1,5,-2,-3,0.95,0.99
COc1cccc(NC(=O)Cn2c(-c3cncs3)nc3ccccc32)c1,-9,-13,1,-23,9,-1,17,0.91,1.2
CC(C)=CC(=O)O[C@H]1[C@@H]2[C@H](C)C(=O)O[C@@H]2C[C@@H](C)[C@@H]2[C@@H](O)CC(=O)[C@]21C,17,7,0,10,-1,-2,8,1,0.9
CCCCCCNS(=O)(=O)c1ccc(NC(=O)C2CCCO2)cc1 (centres undefined),2,5,12,-3,4,0,6,0.96,1
Cc1ccc(NS(=O)(=O)c2cc(C(=O)N3CCCC3)ccc2C)cc1C,6,9,7,11,2,-5,0,0.98,0.89
CCOc1ccc(NC(=O)C2CCC(N3C(=O)C4CC=CCC4C3=O)CC2)cc1 (centres undefined),12,-7,6,-6,-52,-7,-8,1.5,1.1
Cc1cc(C)cc(C(=O)NCC(=O)OCC(=O)N2CCCCC2)c1,-1,-16,-1,0,2,-7,5,0.98,1
Cc1ccc(C)c(N(CC(=O)NCc2ccc3c(c2)OCO3)C(=O)CCC(=O)Nc2ccccn2)c1,4,-2,15,-15,6,-3,28,0.94,1.1
O=C(c1nn2c(C(F)(F)F)cc(-c3ccc(F)cc3)nc2c1Cl)N1CCOCC1,11,-5,7,2,3,-1,34,0.97,0.98
COc1ccc(-c2cc(C(=O)Nc3cc(C)ccc3O)no2)cc1,11,-13,0,-6,4,-4,14,0.96,1.1
COc1ccc(-c2ccc3ccccc3n2)cc1,20,11,4,2,13,3,10,0.87,0.98
COc1cc2c(cc1OC)CN(C(=O)c1ccco1)CC2,10,-1,6,-16,-6,2,22,1.1,1.2
CCN(CC)C(=O)COc1ccc(-c2nnc(Nc3ccc(OC)c(C(=O)NC)c3)c3ccccc23)cc1,-7,1,5,-9,9,-16,-10,0.91,1.1
CCCOc1ccccc1OCC(=O)Nc1ccc(S(=O)(=O)N2CCCC2)cc1,38,23,20,-8,-10,3,24,1.1,1.1
CC(=O)Nc1ccc2nc(CN3CCC(CO)(CCc4ccccc4)CC3)ccc2c1,4,9,-14,5,-3,13,-1,1,0.95
COc1ccc(Nc2c(-c3ccco3)nc3cccc(C)n23)cc1,11,22,-21,5,-2,3,5,1,0.95
Cc1cc(S(=O)(=O)Cc2noc(-c3c(C)noc3C)n2)c(C)cc1Cl,33,-7,12,8,-6,9,4,1.1,0.92
C(=N\Nc1ccccn1)/c1ccc(N2CCOCC2)cc1,-6,-10,-9,10,6,1,6,0.94,0.9
